ASAP1 GAP inh: inhibitors of human ASAP1 ArfGAP activity, primary screen, biochemical, fluorescence polarization. Arf-GAP with SH3 domain, ANK repeat and PH domain-containing protein 1 (Homo sapiens), …. ASAP1-stimulated ARF1 GTP hydrolysis, GDP FP detection. inhibition, % at 16.5 µM. 360,000 compounds, 0.19% hits; in the data active means inhibition above about 25%;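 further: 0% = vehicle with enzyme and substrate and 100% = no enzyme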
DDE Tn6 FP inh: inhibitors of Tn6 peptide binding to fibrin DD(E), primary screen, biochemical, fluorescence polarization, human fibrin, Tn6 probe | Fibrinogen beta chain (Homo sapiens), P02675 | Fibrin DD(E) TRITC-Tn6 fluorescence polarization displacement | inhibition, % at 8.3 µM | 370,000 compounds, 0.21% hits;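 active means inhibition above a per-campaign cutoff: mean of compounds within control limits plus 3 SD, cut at about 15% in these data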;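 further: 0% = median of all compound wells on the plate and 100% = blocking peptide control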
FXN GAA850 act: FXN promoter activators, primary screen, cell-based, luciferase luminescence, HEK293 lucGAA850 | HEK293 lucGAA850 FXN promoter luciferase reporter, 24 h; percent of 10 µM SAHA response | activation, % at 6 µM | 360,000 compounds, 0.56% hits | AID 540364, 2011;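 active means activation above the average of all compounds screened plus 3 SD, cutoff fixed separately per campaign, cut at about 7.5% in these data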;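 further: 0% = DMSO wells and 100% = 10 µM SAHA wells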
ADAM10 inh: human ADAM10 inhibitors, primary screen, biochemical, QFRET, HTS | AID 720582, 2013 | 370,000 compounds, 0.62% hits | inhibition, % at 7 µM | Disintegrin and metalloproteinase domain-containing protein 10 (Homo sapiens), O14672 | recombinant ADAM10, EDANS/DABCYL FRET peptide cleavage, 3 h;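 active means inhibition above a per-campaign cutoff equal to the mean of compounds falling between control-based bounds plus 3 SD, cut at about 20% in these data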;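 further: 0% = DMSO wells while the 100% control is not disclosed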
sPLA2-III inh: human group III sPLA2 inhibitors, primary screen, biochemical, QFRET, BODIPY PC-A2 liposome substrate. Group 3 secretory phospholipase A2 (Homo sapiens), Q9NZ20. QFRET BODIPY PC-A2 liposome hydrolysis, fluorescence. inhibition, % at 12.2 µM. 370,000 compounds, 0.56% hits;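 active means inhibition above mean plus 3 SD of compounds lying within the high and low control bounds, cut at about 19% in these data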;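 further: 0% = median of test compound wells and 100% = no enzyme DMSO wells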
NPR2 activator: human GC-B receptor activators, primary screen, HEK293 GC-B cells, cGMP TR-FRET, EC30 CNP; activation, % at 10 µM; 370,000 compounds, 0.11% hits; 0% at EC30 CNP, 100% saturating CNP; AID 1920062, 2024; Atrial natriuretic peptide receptor 2 (Homo sapiens), P20594;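 active means activation at 10 µM reaching about 35% in either raw or pattern-adjusted values, limit read from the data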
Target sequence (P20594 whole entry, looked up): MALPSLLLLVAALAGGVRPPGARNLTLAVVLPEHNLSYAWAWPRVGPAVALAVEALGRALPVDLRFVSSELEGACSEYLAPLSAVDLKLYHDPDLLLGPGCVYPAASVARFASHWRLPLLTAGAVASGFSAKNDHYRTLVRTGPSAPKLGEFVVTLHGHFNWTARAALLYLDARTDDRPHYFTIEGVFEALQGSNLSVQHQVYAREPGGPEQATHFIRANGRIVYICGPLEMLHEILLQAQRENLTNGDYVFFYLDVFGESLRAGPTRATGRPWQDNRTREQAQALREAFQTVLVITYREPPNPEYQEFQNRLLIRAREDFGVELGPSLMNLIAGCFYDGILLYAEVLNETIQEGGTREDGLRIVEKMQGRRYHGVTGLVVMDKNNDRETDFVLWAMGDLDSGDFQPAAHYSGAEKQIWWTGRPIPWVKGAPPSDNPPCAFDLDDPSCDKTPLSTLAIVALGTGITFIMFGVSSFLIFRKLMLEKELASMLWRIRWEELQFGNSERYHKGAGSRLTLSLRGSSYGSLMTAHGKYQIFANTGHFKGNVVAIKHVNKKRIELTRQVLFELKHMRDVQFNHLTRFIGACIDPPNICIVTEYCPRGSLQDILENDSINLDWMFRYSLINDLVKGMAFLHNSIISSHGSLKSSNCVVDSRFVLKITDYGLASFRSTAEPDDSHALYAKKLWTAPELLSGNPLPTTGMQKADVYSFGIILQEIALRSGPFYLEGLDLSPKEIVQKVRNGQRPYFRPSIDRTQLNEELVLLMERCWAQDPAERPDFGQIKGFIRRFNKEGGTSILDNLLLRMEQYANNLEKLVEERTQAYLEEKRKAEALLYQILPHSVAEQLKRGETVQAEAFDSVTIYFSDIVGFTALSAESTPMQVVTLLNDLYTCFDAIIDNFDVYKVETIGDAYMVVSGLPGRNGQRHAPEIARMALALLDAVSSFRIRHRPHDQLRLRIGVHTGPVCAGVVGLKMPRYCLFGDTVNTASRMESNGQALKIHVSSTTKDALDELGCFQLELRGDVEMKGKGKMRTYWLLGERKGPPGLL
rCAG RNA binder: binders of r(CAG) RNA repeats, primary screen, biochemical, fluorescence; r(CAG) RNA repeat, TO-PRO-1 dye displacement fluorescence; inhibition, % at 3 µM; 370,000 compounds, 1.3% hits;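 active means inhibition above the plate cutoff, the mean of all test compounds on that plate plus 3 SD, cut at about 35% in these data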;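 further: 0% = DMSO alone and 100% = 100 µM mitoxantrone as full dye displacement; higher means more dye released from RNA so lower well fluorescence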
KLK7 zymogen act: proKLK7 zymogen activators, primary screen, biochemical, fluorescence intensity; Kallikrein-7 (Homo sapiens), P49862; purified proKLK7, EDANS-DABCYL substrate fluorescence; 100% is mature enzyme control, 0% vehicle; activation, % at 7 µM; 370,000 compounds, 0.9% hits; AID 652039, 2013;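 active means activation above the mean of all tested compounds plus 3 SD, computed per campaign excluding outliers beyond control limits, cut at about 13% in these data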
ARFGAP1 inh: inhibitors of rat ARFGAP1 GAP activity, primary screen, biochemical, fluorescence polarization, GDP tracer | Arfgap1-stimulated ARF1 GTP hydrolysis, GDP FP detection | AID 651572, 2012 | inhibition, % at 16.5 µM | 360,000 compounds, 0.26% hits;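 active means inhibition above a per-plate limit, mean inhibition of low control wells plus 3 SD, cut at about 25% in these data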;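 further: 0% = DMSO wells with enzyme and 100% = wells lacking Arfgap1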
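Material: rat Arfgap1 catalytic domain, aa 1-136; also added: human ARF1(Δ1-17)-GTP substrate; compound dosing: one concentration, 16.5 µM, DMSO 1.26%; incubation: GTP hydrolysis reaction 2 h at 25 °C; measured by: Tracer-displacement fluorescence polarization with EDTA stop, 620/688 nm; evaluation: % inhibition from polarization; repeats: one replicate per compound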
NPR1 activator: GC-A stimulated cGMP production enhancers – HEK293 GC-A cells, cGMP TR-FRET, EC30 ANP, primary screen; Atrial natriuretic peptide receptor 1 (Homo sapiens), P16066; 0% at EC30 ANP, 100% saturating ANP; activation, % at 10 µM; 370,000 compounds, 0.14% hits; AID 1671463, 2021; in the data active means activation above about 40%
* = called active by the depositor; . = not tested or not shown.

SMILES	ASAP1 GAP inh	DDE Tn6 FP inh	FXN GAA850 act	ADAM10 inh	sPLA2-III inh	NPR2 activator	rCAG RNA binder	KLK7 zymogen act	ARFGAP1 inh	NPR1 activator
O=C(CN1C(=O)NC2(CCc3ccccc32)C1=O)c1ccc(Br)s1 (stereo not given)	14	1	2.0	-1	-15	-2	17	-0.4	-5	-3
CCNc1ccc(S(=O)(=O)N(C)C)cc1NCC(=O)Nc1ccccc1Cl	-3	-4	-0.1	0	1	-2	-1	-0.3	3	-7
COCC(=O)Nc1ncc(S(=O)(=O)c2ccc([N+](=O)[O-])cc2)s1	-10	-3	2.1	-2	-5	8	1	-0.5	12	0
COCCCNC(=O)C12CCC(C)(C(=O)C1)C2(C)C (stereo not given)	-8	4	-0.4	-2	2	3	-4	0.0	6	1
COC(=O)[C@H]1C[C@@]2(C#N)c3ccccc3N(C(=O)OC(C)(C)C)[C@H]2N1C(=O)OC(C)(C)C	.	-4	.	4	6	-8	-1	0.7	.	-4
CN(C)/N=C/c1ccc(OS(=O)(=O)c2ccccc2)cc1	0	2	1.8	3	1	-9	-4	-0.3	-6	4
O=C(NCCC(=O)N1CCN(S(=O)(=O)c2ccc(Cl)cc2)CC1)Nc1ccccc1	-1	-5	0.9	4	-4	-16	-2	0.1	2	0
Cc1ccccc1CN(C)C(=O)[C@H](Cc1ccccc1)NC(=O)c1ccco1	13	-7	1.3	-9	10	-3	5	-0.6	-8	-3
CCN(C(=O)COC(=O)c1cc(-c2cccc3ccccc23)nc2ccccc12)C1CCS(=O)(=O)C1 (stereo not given)	7	8	1.4	-41	-21	-6	9	-23	-8	-2
CCc1ccc(CNC(=O)C2CCC(=O)N2C2CCCCC2)cc1 (stereo not given)	0	-2	-0.3	3	4	-3	-5	-0.3	5	-2
C/C=C\C(=O)Nc1cccc(C2=NOC3(C2)C[C@@H](C(N)=O)N(C(=O)c2ccc(OC)cc2)C3)c1 (stereo not given in full)	14	0	.	-1	-8	1	1	-0.5	-5	0
CCn1c(Cc2ccccc2)nnc1SCC(=O)NC1CCCC1	5	0	1.7	-1	-1	-1	-4	0.6	-3	-1
COc1cc(Br)c(C(C)NC(=O)c2ccccc2)cc1OC (stereo not given)	-3	-5	2.5	14	0	-6	5	0.2	1	-2
COc1ccc(C(C)=O)cc1CC1(C)C(=O)Nc2ccc(OC(F)(F)F)cc21 (stereo not given)	-5	11	-1.4	-5	-10	-6	1	-0.2	5	-5
CC(C)N(Cc1ccccc1)S(=O)(=O)c1ccc(-n2cccn2)cc1	-11	4	1.3	-2	-3	3	3	0.1	15	5
CC(=O)c1cccc(N=Cc2c(O)ccc3ccccc23)c1	5	4	-0.1	-6	2	-6	-2	0.1	6	0
CCN(CC(=O)Nc1ccc2c(c1)OCCO2)C(=O)/C=C/c1cccc(C(F)(F)F)c1	-3	-2	0.1	-8	-3	0	1	0.3	-8	-2
COCCNC(=O)CN1C(=O)NC2(CCCc3cc(OC)ccc32)C1=O (stereo not given)	12	-8	1.1	-8	8	7	1	-0.2	3	5
COc1cc(CO)c(Br)cc1OCC(N)=O	4	3	1.4	1	-2	3	0	0.2	4	-4
CC1CN(C(=O)c2ccc(COc3ccccc3Cl)o2)CC(C)O1 (stereo not given)	6	-6	-2.1	-10	1	5	-4	0.9	-3	3
O=C1CCN(S(=O)(=O)c2ccc(Cl)cc2)N1	-7	0	-0.1	5	4	-1	-1	-0.5	4	1
O=C(COC(=O)c1ccc(F)c(S(=O)(=O)N2CCOCC2)c1)NCc1ccco1	1	-9	-1.8	-13	3	-1	-5	0.0	9	-4
N#Cc1c(N)n(Cc2ccccc2)c(=O)c2cc([N+](=O)[O-])ccc12	10	0	3.7	2	0	22	15	0.5	2	47*
CCOc1ccc(NC2CCN(C(C)=O)CC2)cc1	6	-8	0.9	-21	12	-2	2	0.0	5	1
CCOc1ccc(NC(=O)c2cnsn2)cc1	1	3	-0.1	1	0	-2	2	0.0	-7	-1
CC1=C(C#N)C(=O)NC(=O)/C1=C\c1ccc(-c2cc(C)c(C)cc2[N+](=O)[O-])o1	1	-7	1.5	-94	-11	-10	55*	1.5	-8	-11
CNc1nnc(-c2cc3cc(Cl)ccc3oc2=O)s1	3	1	4.4	2	7	3	7	-10	7	10
CC(=O)C1=C(O)C(=O)N(Cc2ccco2)C1c1ccccc1 (stereo not given)	-1	5	2.3	-14	-12	1	0	-0.5	-1	0
O=C(CNC(=O)c1ccccc1Br)NCC(c1ccco1)N1CCCCC1 (stereo not given)	21	-3	3.9	-6	3	11	-6	-0.6	0	-1
CCc1ccccc1NC(=O)CNC(=O)c1ccc(S(=O)(=O)NCc2ccco2)cc1	-3	2	-1.5	-3	-4	-5	4	-0.2	-10	2
CC(C)(C)NC(=O)C(=O)NNC(=O)c1cccc([N+](=O)[O-])c1	-6	3	2.4	-8	3	-3	2	0.3	-2	6
COC(=O)c1cc2c(c3c4ccccc4n(S(=O)(=O)c4ccccc4)c13)C(=O)N(Cc1ccco1)C2	-1	-11	.	-3	-7	-10	22	-1.1	-6	-8
Cc1cccc(NC(=O)CCC(=O)Nc2nnc(C3CCCCC3)s2)c1	-13	4	2.2	0	-2	2	-2	0.3	-10	0
COc1ccccc1C(=O)Nc1ccnn1C1CCN(C2CCSCC2)CC1	2	7	-2.0	-2	3	0	-13	0.0	-2	-2
CCOc1cc(CNc2ccc3cn[nH]c3c2)ccc1OC	3	10	0.5	-75	-10	19	13	-2.8	5	14
Cc1cc(OCC(=O)Nc2cnn(CCCC(=O)O)c2)ccc1Cl	-8	15	-0.9	-3	2	-1	3	0.5	-9	5
C=CCN(CC=C)C(=O)c1ccc(OC2CCN(S(=O)(=O)N(C)C)CC2)cc1	5	1	3.7	-4	-8	4	-13	-0.1	12	0
CCn1c2ccccc2c2cnc(N=CN(C)C)c(C#N)c21	4	-2	-2.0	-257	4	5	-3	2.5	1	6
O=C1CSC(=S)N1N=Cc1c[nH]c2ccc(Br)cc12	13	5	0.8	-1	-12	-4	16	-0.7	-3	0
O=[N+]([O-])c1c(Nc2ccccc2O)cc(Cl)c2nonc12	-6	5	11*	6	-43	42*	41*	0.3	3	40

3 of these compounds, reformatted:
canonical_smiles,ASAP1 GAP inh,DDE Tn6 FP inh,FXN GAA850 act,ADAM10 inh,sPLA2-III inh,NPR2 activator,rCAG RNA binder,KLK7 zymogen act,ARFGAP1 inh,NPR1 activator
O=C(COC(=O)c1ccc(F)c(S(=O)(=O)N2CCOCC2)c1)NCc1ccco1,1,-9,-1.8,-13,3,-1,-5,0.0,9,-4
N#Cc1c(N)n(Cc2ccccc2)c(=O)c2cc([N+](=O)[O-])ccc12,10,0,3.7,2,0,22,15,0.5,2,47*
CCOc1ccc(NC2CCN(C(C)=O)CC2)cc1,6,-8,0.9,-21,12,-2,2,0.0,5,1

Additional records.
SMILES	ASAP1 GAP inh	DDE Tn6 FP inh	FXN GAA850 act	ADAM10 inh	sPLA2-III inh	NPR2 activator	rCAG RNA binder	KLK7 zymogen act	ARFGAP1 inh	NPR1 activator
Cc1nn(CC(=O)N/N=C/c2ccc(F)cc2)c(C)c1[N+](=O)[O-]	0	6	2.3	5	0	-1	6	0.2	-4	3
CN1CCN(C(=O)C2=C[C@@H](c3ccc4c(c3)OCO4)C[C@@H](OCc3ccc(CO)cc3)O2)CC1	18	4	-0.6	-2	1	1	-6	0.8	1	1
Nc1nnc(SCCOc2ccccc2)s1	-4	-3	1.9	-4	2	3	-2	0.2	0	3
CN(C)S(=O)(=O)N1CCN(C(=O)N2CCCCCC2)CC1	-13	-3	0.6	-2	8	7	-2	-0.1	13	2
c1coc(CNCc2cccs2)c1	4	3	-0.3	-8	9	-4	3	-0.1	14	1
COCCn1c(SCC(=O)NN2C(=O)NC(C)(c3ccccc3)C2=O)nnc1-c1ccncc1 (stereo not given)	7	3	0.2	-27	11	3	0	-0.5	-7	3
CN(CCOCCOc1ccc(Cl)cc1Br)Cc1ccccc1	-7	-1	2.6	-3	-10	-14	-8	-0.1	6	-24
COc1ccc(-c2n[nH]c(C)c2-c2ccccc2OC)c(O)c1	4	2	-3.7	9	-20	-6	-2	-0.8	5	-12
Cc1cc(-n2c(C)cc(C(=O)CN3C(=O)NC4(CCCCCC4)C3=O)c2C)no1	1	-5	1.7	1	-8	4	-1	0.3	7	4
CSc1ccc(CCNC(=O)CCc2nnc3ccc(N4CCOCC4)nn23)cc1	6	-1	1.8	-19	7	-4	-2	-0.4	-2	9
Cc1cc(S(=O)(=O)N2CCOCC2)ccc1OCC(=O)N1CCCC1	-20	-2	-1.6	-8	2	-2	0	-0.2	13	-2
N#Cc1ccsc1NC(=O)CN1CCOCC1	-5	1	-0.1	-2	6	8	2	0.5	2	4
COCCC(=O)N1CCC(Oc2ccc(C(=O)NCCc3cn[nH]c3)cc2)CC1	3	5	1.4	-5	5	0	-4	0.2	7	1
CCOC(=O)c1ccc(NC(=O)Cn2nnc(-c3ccccc3C)n2)cc1	7	-9	-1.8	22*	-75	1	2	0.0	0	-2
Cc1c(NC(=O)Nc2ccc(Cl)cc2Cl)c(=O)n(-c2ccccc2)n1C	0	-5	-0.6	0	1	7	-1	0.2	-16	-1
CN(CC(=O)Nc1ccc(Cl)c(C(F)(F)F)c1)C(=O)c1cnccn1	12	5	0.6	-6	5	2	2	-0.3	10	-1
O=S(=O)(c1ccc(NC(=S)NCCc2ccccc2)cc1)N1CCOCC1	5	-9	-0.6	9	-24	6	7	-0.7	6	2
COc1ccc(CCNC(=O)CC2Nc3ccccc3NC2=O)cc1OC (stereo not given)	-1	-2	-0.3	-37	-8	3	5	0.6	14	0
COc1ccc(OC)c(NC(=O)COC(=O)[C@H](Cc2ccccc2)NC(=O)c2ccco2)c1	-2	4	-1.5	0	-5	0	1	-0.1	-1	-3
Cc1ccc(SCCC(=O)N/N=C/c2ccccc2O)cc1	6	5	-0.2	-19	-13	-1	2	-23	-1	7
COc1ccc(-n2c(COc3ccc(C)cc3)n[nH]c2=S)cc1	-1	4	1.2	3	15	0	5	0.1	1	0
CCN(CC(=O)Nc1ccc(NC(C)=O)cc1)C(=O)CCCSc1nc2ccccc2[nH]1	-4	2	2.0	9	-11	0	1	0.6	-18	1
COCCN(C(=O)Cc1cccs1)C(C(=O)NCc1ccc(OC)cc1)c1ccccc1 (stereo not given)	-1	2	-1.8	1	-1	-3	-8	0.2	-6	-2

Bioassay records (PubChem BioAssay)
